# Screening results from PubChem.
# LEDGF integ inh: blockers of LEDGF/p75-dependent integrase strand transfer – biochemical, TR-FRET, high throughput, primary screen; HIV-1 integrase (with human LEDGF/p75); TR-FRET IN-LEDGF/p75 DNA integration, Eu/Cy5; inhibition, % at 3.7 µM; 0.64% of 370,000 active; AID 743269, 2014;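 active = inhibition above the screen-wide mean plus 3 SD, cut at about 13% in these data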;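 also: signal is the Cy5 over europium emission ratio at 671 and 618 nm; 0% = plate median of compound wells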
# DDE Tn6 FP inh: inhibitors of Tn6 peptide binding to fibrin DD(E), primary screen, biochemical, fluorescence polarization, human fibrin, Tn6 probe; Fibrinogen beta chain (Homo sapiens), P02675; Fibrin DD(E) TRITC-Tn6 fluorescence polarization displacement; inhibition, % at 8.3 µM; 0.21% of 370,000 active; AID 720509, 2013;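 active = inhibition above a per-campaign cutoff: mean of compounds within control limits plus 3 SD, cut at about 15% in these data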;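 also: 0% = median of all compound wells on the plate and 100% = blocking peptide control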
# Tn7 DDE FP: inhibitors of Tn7 peptide binding to fibrin DD(E), primary screen, biochemical, fluorescence polarization, human fibrin, Tn7 probe; FP displacement of FITC-Tn7 peptide from fibrin DD(E); 0% = median of compound wells per plate; inhibition, % at 8.3 µM; 0.13% of 370,000 active; AID 720508, 2013;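 active = inhibition above the mean of compounds falling within the control limits plus 3 SD of them, cut at about 14% in these data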;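 also: 0% = plate median of compound wells and 100% = 10 µM Aha-Tn7 peptide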
#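 Assay system: human fibrin DD(E) protein / Input: 2 µM fibrin DD(E) / Benchmarks: high control of 10 µM Aha-Tn7 peptide / Measured by: fluorescence polarization of the labelled Tn7 tracer / Medium: Tris buffer with calcium and detergent, pH 7.8 / Timing: 10 min compound pre-incubation, 3 h probe incubation at room temperature / Repeats: one replicate per compound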
# PLC-gamma1 inh: PLC-gamma1 enzyme inhibitors, primary screen, biochemical, fluorescence, purified enzyme; fluorogenic substrate; inhibition, % at 12.2 µM; 0.84% of 370,000 active; AID 720700, 2013; in the data active = inhibition above about 9.5%
# ADAM10 inh: human ADAM10 inhibitors, primary screen, biochemical, QFRET, HTS; Disintegrin and metalloproteinase domain-containing protein 10 (Homo sapiens), O14672; recombinant ADAM10, EDANS/DABCYL FRET peptide cleavage, 3 h; inhibition, % at 7 µM; 0.62% of 370,000 active; AID 720582, 2013;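 active = inhibition above a per-campaign cutoff equal to the mean of compounds falling between control-based bounds plus 3 SD, cut at about 20% in these data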;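 also: 0% = DMSO wells while the 100% control is not disclosed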
# TDP2 inh: human TDP2 enzyme inhibitors, primary screen, biochemical, epi absorbance, recombinant enzyme. Tyrosyl-DNA phosphodiesterase 2 (Homo sapiens), O95551. T5PNP hydrolysis, p-nitrophenol absorbance 415 nm. inhibition, % at 12.8 µM. 0.34% of 370,000 active;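 active = inhibition above the mean of all tested compounds plus 3 SD, set per campaign, cut at about 25% in these data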;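 also: 0% = DMSO with enzyme and 100% = buffer with substrate but no TDP2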
#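 System – recombinant human TDP2 · Amount – 120 nM TDP2 per well · Buffer or medium – Mg2+-containing Tris-HCl buffer, pH 7.5 · Reagent – T5PNP substrate, 5 mM · Dosing – 12.8 µM single point, 1% DMSO · Incubation – 2 h at 37 °C · Measured by – epi absorbance · Read-out basis – percent inhibition · Benchmarks – high control without enzyme, low control DMSO plus TDP2 · Repeats – singlicate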
# proKLK7 act: proKLK7 zymogen activators, primary screen, biochemical, fluorescence intensity | purified proKLK7, EDANS-DABCYL substrate fluorescence; 100% is mature enzyme control, 0% vehicle | activation, % at 7 µM | 0.9% of 370,000 active;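 active = activation above the mean of all tested compounds plus 3 SD, computed per campaign excluding outliers beyond control limits, cut at about 13% in these data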
# ADAM17 inh: ADAM17 inhibitors, primary screen, biochemical, QFRET | Disintegrin and metalloproteinase domain-containing protein 17 (Homo sapiens), P78536 | recombinant ADAM17, EDANS/DABCYL FRET peptide cleavage | inhibition, % at 6.95 µM | 0.83% of 370,000 active;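 active = inhibition above the mean of compounds lying between control limits plus 3 SD, set per campaign, cut at about 8.5% in these data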;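 also: 0% = DMSO-only wells as the low control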
# Target sequence (P78536 215-824 limits assumed): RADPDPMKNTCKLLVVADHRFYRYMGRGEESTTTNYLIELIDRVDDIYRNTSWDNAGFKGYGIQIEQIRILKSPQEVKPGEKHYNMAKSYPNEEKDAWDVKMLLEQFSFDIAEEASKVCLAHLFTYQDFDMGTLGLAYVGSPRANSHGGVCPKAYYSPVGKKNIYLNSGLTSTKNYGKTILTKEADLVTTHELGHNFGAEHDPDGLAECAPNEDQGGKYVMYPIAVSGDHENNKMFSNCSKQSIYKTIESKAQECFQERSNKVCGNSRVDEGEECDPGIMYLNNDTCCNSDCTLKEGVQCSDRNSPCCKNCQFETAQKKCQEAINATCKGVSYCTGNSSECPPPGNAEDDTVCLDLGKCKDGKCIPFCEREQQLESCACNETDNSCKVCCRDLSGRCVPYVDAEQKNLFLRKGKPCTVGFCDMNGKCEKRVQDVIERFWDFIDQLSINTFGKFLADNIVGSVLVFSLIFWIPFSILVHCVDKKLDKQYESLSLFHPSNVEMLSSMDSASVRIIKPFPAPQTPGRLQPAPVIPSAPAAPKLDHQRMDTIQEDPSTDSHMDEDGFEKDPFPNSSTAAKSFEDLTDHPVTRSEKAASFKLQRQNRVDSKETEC
# ARFGAP1 inhibitor: inhibitors of rat ARFGAP1 GAP activity, primary screen, biochemical, fluorescence polarization, GDP tracer; Arfgap1-stimulated ARF1 GTP hydrolysis, GDP FP detection; inhibition, % at 16.5 µM; AID 651572, 2012; 0.26% of 360,000 active; ADP-ribosylation factor GTPase-activating protein 1 (Rattus norvegicus), Q62848;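 active = inhibition above a per-plate limit, mean inhibition of low control wells plus 3 SD, cut at about 25% in these data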;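 also: 0% = DMSO wells with enzyme and 100% = wells lacking Arfgap1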
#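 Material – truncated rat Arfgap1 GAP domain · Buffer or medium – HEPES-based buffer, pH 7.5 · Reagent – human ARF1(Δ1-17)-GTP substrate · Dosing – 16.5 µM single point, 1.26% DMSO · Schedule – GTP hydrolysis reaction 2 h at 25 °C · Technique – GDP detection by fluorescence polarization · Benchmarks – No-Arfgap1 wells (100%) versus DMSO full-reaction wells (0%) · Repeats – single replicate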
# ASAP1 GAP inh: inhibitors of human ASAP1 ArfGAP activity, primary screen, biochemical, fluorescence polarization; Arf-GAP with SH3 domain, ANK repeat and PH domain-containing protein 1 (Homo sapiens), …; ASAP1-stimulated ARF1 GTP hydrolysis, GDP FP detection; inhibition, % at 16.5 µM; 0.19% of 360,000 active; in the data active = inhibition above about 25%;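 also: 0% = vehicle with enzyme and substrate and 100% = no enzyme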
# Target sequence (Q9ULH1 325-724 limits assumed): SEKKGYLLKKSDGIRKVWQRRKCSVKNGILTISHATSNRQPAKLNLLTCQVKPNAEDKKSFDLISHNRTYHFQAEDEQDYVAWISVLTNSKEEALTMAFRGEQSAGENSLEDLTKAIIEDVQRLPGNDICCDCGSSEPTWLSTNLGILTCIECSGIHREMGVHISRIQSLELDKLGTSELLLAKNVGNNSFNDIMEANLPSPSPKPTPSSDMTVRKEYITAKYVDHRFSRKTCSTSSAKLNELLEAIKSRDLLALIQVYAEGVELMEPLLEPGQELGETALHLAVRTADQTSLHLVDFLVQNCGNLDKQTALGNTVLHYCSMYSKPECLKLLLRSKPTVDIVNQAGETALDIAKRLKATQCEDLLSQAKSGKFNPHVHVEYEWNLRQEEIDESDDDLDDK
# An asterisk follows results filed as active; x = not tested or not shown.
SMILES,LEDGF integ inh,DDE Tn6 FP inh,Tn7 DDE FP,PLC-gamma1 inh,ADAM10 inh,TDP2 inh,proKLK7 act,ADAM17 inh,ARFGAP1 inhibitor,ASAP1 GAP inh
O=C(OCc1nc2ccsc2c(=O)[nH]1)c1ccccc1,2,8,4,-2,-2,8,-0.1,-4,-5,-16
O=C(Nc1n[nH]c(C2CCCCC2)n1)C1CCCCC1,-2,12,4,3,1,9,0.5,-1,-17,-1
CCCCN(C(=O)CSc1c(C)c(C)cc(C)c1C)c1c(N)n(CCC)c(=O)[nH]c1=O,1,4,1,4,-4,6,0.0,-5,12,-18
Cc1nc(NC(=O)c2c(-c3ccccc3Cl)noc2C)sc1C,-1,2,8,-3,1,-7,-0.4,-2,-2,12
O=C(Nc1cccc(S(=O)(=O)N2CCOCC2)c1)c1cc2ccccc2o1,-5,-5,6,-2,-9,-1,-0.4,-11,4,2
O=C(c1ccc(S(=O)(=O)N2CCCCCC2)cc1)N(c1ccccn1)C1CCCCC1,1,2,-2,0,3,5,-0.3,-4,16,3
CCOC(=O)[C@]12CCCC=C1N(CCC1=CCCCC1)C(=O)[C@H](CC(=O)N1CCN(C(=O)c3ccco3)CC1)C2,-6,3,0,0,-5,-1,-0.1,1,8,2
COc1ccc(-c2cc(C)no2)cc1S(=O)(=O)NCc1cccc(C)c1,0,5,-2,4,2,8,-0.3,-1,-4,7
Cc1ccc(NCc2nnc3n2CCCCC3)cc1,-1,-2,-1,4,5,-2,-0.1,-2,-10,5
CN(c1ccc(C(=O)NCc2ccc3c(c2)OCO3)cc1)S(=O)(=O)c1ccccc1,1,-1,0,-1,2,-3,0.1,0,-3,15
COc1ccc(-c2nc(N)n(C(=O)c3ccco3)n2)cc1,1,-2,5,1,2,8,-0.6,-1,-11,1
COc1ccc(CNCCS(=O)(=O)NCc2ccc(OC)cc2)cc1,2,-6,-1,13*,-2,-21,-0.2,3,-6,1
CC1(C)CC(=O)C=C(Nc2ccccc2NC(=O)c2ccc(F)cc2F)C1,-2,2,7,-1,-7,-1,-0.2,-2,x,x
CCCCNC(=S)NNC(=O)c1nn(C)cc1Cl,-1,-3,0,2,5,-11,0.2,2,5,2
O=C(N/N=C/c1ccccn1)c1ccc(Cl)c(Cl)c1,4,3,-2,-2,-18,0,-0.9,-3,0,0
CCOc1cc(/C=C/C(=O)c2ccc(OC)c(CN3CCOCC3)c2)cc(Br)c1O,1,-4,-1,-25,4,-4,0.5,2,-6,-4
Cc1ccccc1C(=O)NCCCCc1ccccc1,0,-6,-3,5,9,0,-0.3,1,7,6
CCC(=O)Nc1ccc(C(=O)NNC(=O)CCCCC(=O)NNC(=O)c2ccc(NC(=O)CC)cc2)cc1,-1,3,-7,-1,-18,5,-0.4,2,0,-6
COc1ccc(OC)c(C(=O)c2ccccn2)c1,0,0,1,4,-6,6,-0.2,-2,2,-15
O=C(NC1CCCC1)c1ccc(S(=O)(=O)N2CCCC2)cc1,0,3,13,-1,4,7,0.1,-6,-3,8

# An excerpt of these results, with bars between the fields.
mol | LEDGF integ inh | DDE Tn6 FP inh | Tn7 DDE FP | PLC-gamma1 inh | ADAM10 inh | TDP2 inh | proKLK7 act | ADAM17 inh | ARFGAP1 inhibitor | ASAP1 GAP inh
O=C(OCc1nc2ccsc2c(=O)[nH]1)c1ccccc1 | 2 | 8 | 4 | -2 | -2 | 8 | -0.1 | -4 | -5 | -16
O=C(Nc1n[nH]c(C2CCCCC2)n1)C1CCCCC1 | -2 | 12 | 4 | 3 | 1 | 9 | 0.5 | -1 | -17 | -1
CCCCN(C(=O)CSc1c(C)c(C)cc(C)c1C)c1c(N)n(CCC)c(=O)[nH]c1=O | 1 | 4 | 1 | 4 | -4 | 6 | 0.0 | -5 | 12 | -18
Cc1nc(NC(=O)c2c(-c3ccccc3Cl)noc2C)sc1C | -1 | 2 | 8 | -3 | 1 | -7 | -0.4 | -2 | -2 | 12
O=C(Nc1cccc(S(=O)(=O)N2CCOCC2)c1)c1cc2ccccc2o1 | -5 | -5 | 6 | -2 | -9 | -1 | -0.4 | -11 | 4 | 2
O=C(c1ccc(S(=O)(=O)N2CCCCCC2)cc1)N(c1ccccn1)C1CCCCC1 | 1 | 2 | -2 | 0 | 3 | 5 | -0.3 | -4 | 16 | 3
CCOC(=O)[C@]12CCCC=C1N(CCC1=CCCCC1)C(=O)[C@H](CC(=O)N1CCN(C(=O)c3ccco3)CC1)C2 | -6 | 3 | 0 | 0 | -5 | -1 | -0.1 | 1 | 8 | 2
COc1ccc(-c2cc(C)no2)cc1S(=O)(=O)NCc1cccc(C)c1 | 0 | 5 | -2 | 4 | 2 | 8 | -0.3 | -1 | -4 | 7
Cc1ccc(NCc2nnc3n2CCCCC3)cc1 | -1 | -2 | -1 | 4 | 5 | -2 | -0.1 | -2 | -10 | 5

# (more compounds)
SMILES,LEDGF integ inh,DDE Tn6 FP inh,Tn7 DDE FP,PLC-gamma1 inh,ADAM10 inh,TDP2 inh,proKLK7 act,ADAM17 inh,ARFGAP1 inhibitor,ASAP1 GAP inh
CCC1([N+](=O)[O-])COC(c2ccc(C)cc2)OC1 (stereo not drawn),4,-5,2,-1,8,-2,0.3,0,-3,-4
O=C(c1cc2cc(Br)ccc2s1)N1CCOCC1,3,-4,-12,1,-9,2,0.0,0,0,-8
C=CCn1c(CSCc2ccc(C)cc2)nnc1SCC(=O)NCc1ccccc1,2,-2,7,-3,6,-21,-0.2,-2,5,-2
CC12CC(c3ccccc3O1)C(C(=O)NCc1ccccc1)C(=O)N2 (stereo not drawn),1,6,8,-1,2,1,0.1,-3,-2,-3
O=C(Nc1ccccc1C(=O)O)c1ncn[nH]1,4,3,1,2,-12,2,-0.3,-4,2,-14
O=C(c1ccco1)N1CCN(c2c([N+](=O)[O-])nn(-c3cccc(Cl)c3)[n+]2[O-])CC1,0,9,7,1,-5,-8,0.6,-4,-2,-11
Cc1ccc(/C=C/c2ccc(=O)n(Cc3ccccc3Cl)n2)cc1,-5,-4,1,-10,-13,-13,-3.2,-10,2,6
COc1cccc(NC(=O)c2ccc3snnc3c2)c1,3,4,-1,2,-2,3,0.3,-2,1,-5
Cc1c(Cl)cccc1NC(=O)c1ccco1,1,-2,0,4,11,-13,0.5,0,4,2
O=C(Oc1cc(=O)oc2c1c(=O)n1c3c(cccc23)CC1)c1ccc(F)cc1,-4,-2,7,-13,-18,-2,2.3,-11,-1,3
CCc1ccc(C(C(=O)NC2CCCC2)N(C(=O)/C=C/C(=O)Nc2cc(C)on2)c2ccccc2C)cc1 (stereo not drawn),-5,8,4,0,2,4,-0.4,2,0,-3
Cc1ccc(C(=O)NNC(=O)Cc2csc(-c3csc(C)n3)n2)cc1,-2,4,1,2,-5,4,0.4,-8,-3,-11
CCOC(=O)C1=C(C)NC(=O)C(C(N)=O)C12CCCCC2 (stereo not drawn),-2,-1,-3,1,3,9,1.1,-2,2,-13
O=C1c2ccccc2NC(c2ccc(O)cc2)N1/N=C/c1ccc(O)cc1 (stereo not drawn),-3,1,0,-65,-65,3,1.5,-19,4,0
O=C(Nn1cnnc1)c1ccc([N+](=O)[O-])cc1Cl,0,-5,-8,3,-6,-23,0.3,-4,4,4
C[N+]1=C(/C=C/Nc2ccccc2Cl)C(C)(C)c2ccccc21,-1,7,3,-7,-5,5,0.4,-5,0,2
CCN(CC)C(=O)c1cn(C)c(=O)c2cc(OC)c(OC)cc12,0,-2,-6,3,-9,-4,-0.9,-1,8,-4
Cc1ccc(S(=O)(=O)NC2(C(=O)O)CCCCC2)cc1,-1,1,-4,0,-11,5,0.1,-5,1,0
CCCCCN(C(=O)CCC(=O)OCC(=O)Nc1cccc(SC)c1)c1c(N)n(CCCC)c(=O)[nH]c1=O,3,1,-5,1,2,4,0.7,3,-7,5
COc1ccccc1CNCC(c1ccccc1)c1ccccc1,5,2,-4,5,0,5,0.1,1,1,6
CCC(=O)N1CCN(c2nc(-c3ccc(Cl)cc3)cs2)CC1,1,2,-1,2,6,4,-0.5,0,4,8
CCOc1ccc(NCc2nnc(SCc3ccccc3Cl)n2-c2ccccc2)cc1,-4,-1,-4,-1,-3,-3,0.5,1,-18,13
CCOC(=O)C1CCN(C(=O)COC(=O)c2ccc3c(c2)C(=O)N(c2ccc(OCC)cc2)C3=O)CC1,3,5,-7,2,-5,-2,0.8,-3,5,2
CCC(NC(=O)CN1CCN(C(=O)c2cccs2)CC1)c1ccc(C)cc1 (stereo not drawn),-2,-9,7,0,-5,-2,-0.9,-8,-4,4
COc1ccc(/C=N/NC(=O)c2ccc3nc[nH]c3c2)c(OC)c1OC,0,-3,2,-5,-4,4,-0.2,-5,9,-2
COc1ccc(C(=O)NCCCN=C2NS(=O)(=O)c3ccccc32)cc1,-6,-8,-5,1,1,11,0.0,-2,3,-11
COC(=O)c1nn(-c2ccc(OC)cc2)c(=O)cc1Sc1ccc(C)cc1,3,-7,-7,1,3,3,0.2,1,6,1
O=C1OC(c2ccccc2)Sc2ccccc21 (stereo not drawn),-1,0,-1,-1,-11,4,-0.6,1,-2,-5
C[C@@H]1CN([C@H](C)CO)C(=O)CCCn2nncc2CO[C@H]1CN(C)C(=O)OCc1ccccc1,-3,3,9,1,-13,14,-0.2,-5,-8,5
O=C(CNc1ccc(Br)cc1)c1ccc(O)cc1,7,1,1,2,-1,2,-0.5,-2,-3,-7
